Screens: PubChem BioAssay, NCI
All columns: NCI-60 one-dose screen, growth in % after 48 h at 10 µM unless noted; 100 = growth as untreated, 0 = no growth, -100 = all killed.
SW-620 = SW-620 colon cancer. AID 1794795. 82,000 tested, 5.2% active
NCI-H460 = NCI-H460 lung cancer. 82,000 tested, 6.8% active. AID 1794736
NCI-H322M = NCI-H322M lung cancer; 80,000 tested, 2.7% active; AID 1794733
NCI-H226 = NCI-H226 lung cancer; AID 1794732; 79,000 tested, 3.5% active
KM12 = KM12 colon cancer cells | 82,000 tested, 5% active
HCT-15 = HCT-15 colon cancer; AID 1794746; 82,000 tested, 5.2% active
HCT-116 = HCT-116 colon cancer; 82,000 tested, 7.3% active
HT29 = HT29 colon cancer | 81,000 tested, 7.4% active
COLO 205 = COLO 205 colon cancer; 79,000 tested, 7.3% active
An asterisk follows results filed as active; nt = not tested or not shown; & = joins results of further samples. How the source made its calls: active means growth percent below 10; inactive means the rest.

SMILES | SW-620 | NCI-H460 | NCI-H322M | NCI-H226 | KM12 | HCT-15 | HCT-116 | HT29 | COLO 205
COC(=O)/C=C(/CC(=O)OC)Nc1ccc(OC)cc1 | 113 | 102 | nt | 103 | 89 | 83 | 100 | 94 | 112
O=C1C=CC(=O)N1Nc1ccccc1 | 103 | 109 | 106 | 95 | 106 | 111 | 100 | 103 | 112
COc1ccc([C@H](C)Nc2nc(Cl)nc3ccccc23)cc1 | nt | 61 | 86 | 59 | 43 | 56 | 21 | 29 | 90
CCc1c(C)c2cc3c(c(C)c2oc1=O)OCC(c1ccc(OC)cc1)=N3 | 99 | 109 | 91 | 98 | 101 | 99 | 101 | 77 | 98
O=C(CCn1c[n+](CC(=O)c2ccc(F)cc2F)c2ccccc21)Nc1cccc2cccnc12 | 95 | 98 | 98 | 95 | 99 | 105 | 95 | 92 | 92
C#CCOC(=O)/C=C/c1cn(-c2ccccc2)nc1-c1ccccc1 | 92 | 102 | 100 | 89 | 98 | 96 | 86 | 98 | 110
Cc1ccc(/C=C/c2nn3c(-c4ccco4)nnc3s2)cc1 | 102 | 100 | 94 | 100 | 103 | 96 | 112 | 103 | 102
O=C(Nc1ccccc1C(F)(F)F)C1=NCCCCN1 | 93 | 105 | 95 | 96 | 102 | 98 | 100 | 99 | 110
CN(C)c1ccc(/C=C(\C#N)C(=O)c2ccccc2)cc1 | 79 | 101 | 132 | 110 | 87 | 84 | 82 | 95 | 111
COc1ccc(C2=NC(=O)NC2c2ccc(OC)cc2)cc1 (stereo not drawn) | 39 | 73 | 132 | 74 | 41 | 48 | 47 | 37 | 59
CC(NCCNC(C)c1ccccc1)c1ccccc1 (stereo not drawn) | 101 | 108 | 100 | 95 | 97 | 91 | 97 | 89 | 112
CC(=O)Nc1cccc(Cl)c1C | 101 | 106 | 94 | 102 | 99 | 106 | 103 | 97 | 107
Cc1cccc(C)c1NC(=O)Nc1ccccc1 | 54 | 44 | 80 | 107 | 102 | 26 | 62 | 27 | 102
OC(c1cccc(-n2ccc(C(F)(F)F)n2)c1)c1cnccc1NC1CCCCCC1 (stereo not drawn) | -86* | -65* | 6.5* | 67 | -47* | -39* | -79* | -0.2* | -47*
OCc1c(Cl)nc2sccn12 | 103 | 102 | 114 | 113 | 104 | 97 | 109 | 100 | 100
O=c1c2ccccc2nc2n1Cc1nc3ccccc3c(=O)n1C2 | 103&97 | 101&95 | 102&98 | 98&90 | 101&100 | 108&91 | 95&111 | 103&111 | 130&111
O=C(Cn1nc(-c2ccccc2)ccc1=O)N/N=C1\SCC(=O)N1C1CCCCC1 | 97 | 103 | 95 | 105 | 97 | 93 | 99 | 113 | 116
O=C(Nc1ccc(C2=NCCN2)cc1)c1ccc(Cl)c(C(=O)Nc2ccc(C3=NCCN3)cc2)c1 | 102 | 100 | 102 | 102 | 103 | 104 | 97 | 97 | 109
Cc1cccc(NC(=O)C(C)C)c1 | 104 | 109 | 104 | 99 | 110 | 104 | 104 | 107 | 111
NS(=O)(=O)c1ccc(CCNC(=O)CSc2nc(-c3ccccc3)cc(=O)[nH]2)cc1 | 103 | 105 | 101 | 101 | 103 | 107 | 105 | 107 | 111
COc1cc(C(=O)Nc2ccc(Cn3nnc4c(F)cccc43)cc2)cc(OC)c1OC | 98 | 93 | 94 | 93 | 93 | 90 | 89 | 85 | nt
Nc1ccccc1Cn1c(=O)[nH]c2cnc(Nc3ccc(OCCN4CCOCC4)cc3)nc21 | 100 | 105 | 103 | 102 | 106 | 104 | 91 | 91 | 113
CC(C)NC(N)=O | 99 | 105 | 105 | nt | 102 | 102 | 97 | 107 | 105
O=C(Cc1c[nH]c2ccccc12)N=Nc1c(O)n(Cc2ccc(F)cc2)c2ccccc12 | 90 | 96 | 80 | nt | 101 | 84 | 89 | 102 | 118
Cc1c(F)c(C)c(F)c(C)c1F | 86 | 98 | 98 | 95 | 101 | 100 | 105 | 93 | 106
CCCC=Nc1ccccc1 | 116 | 103 | 95 | 118 | 109 | 103 | 104 | 101 | 106
CC(=O)N(c1ccccc1)c1ccccc1[N+](=O)[O-] | 107 | 100 | 109 | 99 | 101 | 45 | 97 | 97 | nt
CCOC(=O)c1cnc2sc(-c3ccccc3)nc2c1Cl | 123 | 102 | 84 | 89 | 94 | 90 | 88 | 132 | 128
CCOC(=O)c1c(C)nc2c(c1N)C(=O)C(=O)N2Cc1ccc(C(F)(F)F)cc1 | 36 | 94 | 97 | 73 | 28 | 24 | 27 | 65 | 101
CC(C)c1nn[nH]n1 | 101 | 104 | 107 | 98 | 108 | 101 | 104 | 107 | 110
CCCCC1(CC)COC(c2ccc(C(C)C)cc2)OC1 (stereo not drawn) | 113 | 112 | 104 | 102 | 103 | 104 | 92 | 94 | 105
CC(=O)OCCC(C)(C)C1CCCCC1 | 106 | 104 | 121 | 101 | 104 | 106 | 116 | 96 | 91
Nc1nc(Cn2c(-c3nonc3N)nc3ccccc32)nc(N2CCCCC2)n1 | 94 | 99 | nt | 94 | 76 | 85 | 88 | 105 | 94
CC(C)Cc1cc(CNC(=O)C2[C@H]3CN(C(=O)Cc4ccccc4)C[C@@H]23)nn1-c1ccccc1 (stereo partly drawn) | 97 | 101 | 96 | 86 | 108 | 99 | 99 | 76 | 96
C#Cc1cccc(Nc2ncnc3ccc(-c4cnc(Cl)c(NS(C)(=O)=O)c4)cc23)c1 | 2.6* | 6.4* | -42* | 2.3* | -54* | -32* | -55* | -21* | -69*
C/C(=N\NC(=O)CSc1nc2ccccc2c(=O)n1CCc1ccc(S(N)(=O)=O)cc1)c1ccc(F)cc1 | 93 | 58 | 82 | 103 | 79 | 94 | 61 | 63 | 98
CCCCSc1nc(N/N=C/c2cc(Cl)ccc2O)c(C#N)c(-c2ccc(OC)cc2)n1 | 85 | 94 | 93 | 102 | 100 | 68 | 77 | 101 | 105
C=C1C(=O)O[C@H]2[C@H]1CC/C(CNC(=O)/C=C/c1ccc(Cl)cc1Cl)=C\CC[C@@]1(C)O[C@@H]21 | -52* | 3.0* | 74 | 64 | 20 | -64* | -74* | -58* | -66*
COc1ccc(-c2nn(-c3cccc(Cl)c3)cc2-c2c(C#N)c(=O)n3nc(-c4ccccc4C(=O)c4ccccc4)[nH]c3c2C#N)cc1 | 52 | 46 | nt | 79 | 70 | nt | 32 | 52 | 81
c1ccc(-n2cc(-c3nn[nH]n3)c(-c3cccs3)n2)cc1 | 101 | 105 | 101 | 92 | 111 | 101 | 100 | 110 | 113
COc1nc2c(c(=O)n1C)CN(Cc1ccccc1)C(=O)CN2 | 99 | 103 | nt | 92 | 103 | 94 | 92 | 109 | 103
C=C(CC)C(=O)c1ccc(OCC(=O)O)c(Cl)c1Cl | 108&111 | 108&111 | 105&135 | 98&111 | 108&118 | 108&99 | 97&102 | 102&95 | 117&107
Cc1c(C(=O)NCCC(=O)NO)sc2ncnc(Nc3ccc(NC(=O)Nc4cccc(C(F)(F)F)c4)cc3)c12 | 104 | 99 | 104 | 98 | 100 | 101 | 108 | 110 | 113
COC(=O)[C@@H]1CCCN1C(=O)C1CCCN1C(=O)[C@H](Cc1ccccc1)NC(=S)Nc1cc(C(F)(F)F)cc(C(F)(F)F)c1 (stereo partly drawn) | 97 | 88 | 101 | 81 | 93 | 85 | 72 | 86 | 94
COc1ccc(Cn2nc3c(c2-c2ccccc2)-c2oncc2CC3)cc1 | 102 | 109 | 118 | 109 | 110 | 99 | 98 | 103 | 122
O=C1C2(c3ccccc3)C(c3ccccc3)=C(c3ccccc3)C1(c1ccccc1)C1CC=CC12 (stereo not drawn) | 94 | 84 | 85 | 74 | 80 | nt | 76 | 82 | 112
Cc1ccc(C)c2c1SC1=NNC(C(C#N)C#N)=C(C#N)C(=N)N12 | 101 | 97 | 117 | 92 | 103 | 106 | 106 | 112 | 110
C=CCOc1ccccc1/C=c1\sc2ncnn2c1=O | 120 | 102 | 94 | 112 | 99 | 94 | 95 | 111 | 114
Nc1ccc2c(C(F)(F)F)cc(C(F)(F)F)nc2n1 | 113 | 114 | 130 | 91 | 102 | 105 | 105 | 106 | 115
CC/C(Cc1ccccc1)=C(\c1ccc(OCCN2CCCCCC2)cc1)c1ccc(OC(=O)NCc2ccccc2)cc1 | 64 | 5.5* | 97 | 90 | 68 | 9.3* | 2.8* | 5.2* | -24*
O=C1NC(=S)NC(=O)C1=Cc1cn(Cc2cn(Cc3ccc(Cl)cc3Cl)nn2)c2ccccc12 | 98 | 107 | 100 | nt | 103 | 101 | 92 | 110 | 125
COc1cc(-c2nc(-c3nnc(-c4ccc(F)cc4)o3)c3ccccn23)cc(OC)c1OC | 90 | 70 | 86 | 77 | 86 | 88 | 72 | 85 | 103
Cc1ccc(-c2nc3nc(-c4ccccc4)nc(N4CCN(S(C)(=O)=O)CC4)c3o2)cc1 | 91 | 93 | 103 | 93 | 106 | 103 | 76 | 101 | 114
COc1cccc(Cn2cc(C(=O)Nc3cccnc3Nc3ccc(Cl)cc3)nn2)c1 | 124 | 112 | 92 | 110 | 93 | 94 | 104 | 125 | 119
Cc1ccc(/C=N/NC(=O)c2cnc3n(c2=O)CCCCC3)cc1 | 101 | 105 | 103 | 100 | 102 | 95 | 100 | 104 | 117
O=C1CC(c2ccccc2)Cc2nc3ccc(Br)cc3cc21 (stereo not drawn) | 25 | 4.6* | 36 | 24 | 8.9* | 16 | 5.6* | 2.2* | -36*
O=C(O)Cc1csc2ccccc12 | 101 | 111 | 107 | 93 | 107 | 114 | 106 | 107 | 120
COc1ccccc1NC(=O)C1CCC(=O)N1c1ccc(C)cc1 (stereo not drawn) | 104 | 109 | 103 | 99 | 105 | 98 | 93 | 103 | 104
C/C(=N\N1C(=O)c2ccccc2NC1c1ccccc1[N+](=O)[O-])c1c(O)cc(C)oc1=O (stereo not drawn) | 106 | 108 | 101 | 106 | 105 | 107 | 98 | 97 | 112
CCCCCCCCCCCCOc1ccccc1C=O | 101 | 102 | 114 | 95 | 102 | 101 | 103 | 97 | 109

The results go on.
SMILES | SW-620 | NCI-H460 | NCI-H322M | NCI-H226 | KM12 | HCT-15 | HCT-116 | HT29 | COLO 205
CCCCSc1nnc(-c2c(C)nc3ccc(Br)cn23)o1 | 99 | 96 | 90 | 88 | 90 | 80 | 85 | 100 | 105
CNC(=O)OCc1c(COC(=O)NC)c2n(c1C)CS(=O)(=O)C2 | 103 | 91 | 101 | 97 | 105 | 101 | 97 | 103 | 112
Nc1cc2c(cc1Br)-c1ccccc1/C2=N\O | 103 | 93 | 78 | 102 | 68 | 95 | 32 | 112 | 114
O=[N+]([O-])c1cccc(Cl)c1 | 97 | 100 | 112 | 107 | 99 | 105 | 113 | 103 | 101
COc1cccc2nc(Nc3ccc(NC(=O)c4cccc(Cl)n4)cc3)ccc12 | 108 | 101 | 93 | 109 | 104 | 93 | 98 | 82 | 107
C=C(C)[C@@H]1CC[C@]2(CO)CC[C@]3(C)[C@H](CC[C@@H]4[C@@]5(C)CCC(=O)NC(C)(C)[C@@H]5CC[C@]43C)[C@@H]12 | 96 | 97 | 80 | 90 | 103 | 98 | 87 | 87 | 97
Cc1nc(Nc2nc3ccccc3o2)nc(-c2cccc([N+](=O)[O-])c2)c1C(=O)Nc1ccc(F)c(Cl)c1 | 9.7* | 2.0* | 25 | 10 | -15* | 16 | 6.8* | 6.3* | 9.6*
COc1ccc2oc(=O)cc(/C=N\Nc3nc(-c4ccc(Cl)cc4)cs3)c2c1 | 101 | 96 | 87 | 89 | 89 | 90 | 81 | 93 | 98
Nc1cnc(Cl)nc1N | 95 | nt | 94 | 100 | 100 | 100 | 101 | 101 | 107
O=C(CSc1nc2ccccc2c(=O)n1-c1ccccc1)Nc1cccc(C(=O)/C=C/c2ccc(Br)cc2)c1 | 83 | 99 | 110 | 88 | 83 | 70 | 41 | 100 | 117

7 entries out of the list, ordered by heavy-atom count, rising:
SMILES | SW-620 | NCI-H460 | NCI-H322M | NCI-H226 | KM12 | HCT-15 | HCT-116 | HT29 | COLO 205
Nc1cnc(Cl)nc1N | 95 | nt | 94 | 100 | 100 | 100 | 101 | 101 | 107
O=[N+]([O-])c1cccc(Cl)c1 | 97 | 100 | 112 | 107 | 99 | 105 | 113 | 103 | 101
Nc1cc2c(cc1Br)-c1ccccc1/C2=N\O | 103 | 93 | 78 | 102 | 68 | 95 | 32 | 112 | 114
CNC(=O)OCc1c(COC(=O)NC)c2n(c1C)CS(=O)(=O)C2 | 103 | 91 | 101 | 97 | 105 | 101 | 97 | 103 | 112
COc1ccc2oc(=O)cc(/C=N\Nc3nc(-c4ccc(Cl)cc4)cs3)c2c1 | 101 | 96 | 87 | 89 | 89 | 90 | 81 | 93 | 98
C=C(C)[C@@H]1CC[C@]2(CO)CC[C@]3(C)[C@H](CC[C@@H]4[C@@]5(C)CCC(=O)NC(C)(C)[C@@H]5CC[C@]43C)[C@@H]12 | 96 | 97 | 80 | 90 | 103 | 98 | 87 | 87 | 97
O=C(CSc1nc2ccccc2c(=O)n1-c1ccccc1)Nc1cccc(C(=O)/C=C/c2ccc(Br)cc2)c1 | 83 | 99 | 110 | 88 | 83 | 70 | 41 | 100 | 117

An unsorted share of the library. Share with any hit: about 11%.
